Granule exo inh = lytic granule exocytosis inhibition | AID 651702 | inhibition, % at 10 µM | 360,000 tested, 0.66% active | TALL-104 LAMP-1 surface exposure, flow cytometry; cells stimulated with thapsigargin and PMA;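 active means inhibition above about 55%, limit read from the data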
ABHD5 PLIN5 PPI = ABHD5-PLIN5 protein interaction inhibition. Split G. princeps luciferase complementation, luminescence, 4 h. 360,000 tested, 0.78% active. inhibition, % at 4 µM;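 active means inhibition above the mean inhibition across every tested compound plus 3 SD, cut at about 22% in these data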;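 further: 0% = DMSO only wells and the 100% control is not disclosed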
Cardio protect = protects H9c2 cardiomyocytes from peroxide injury; 360,000 tested, 0.63% active; AID 588492; protection from H2O2 cell death, % at 20 µM; H2O2 injury protection, ATPLite, 2 h;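 active means compounds giving at least 50% protection of heart cells from peroxide-induced death in the single-dose screen, raw or plate-pattern-corrected value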;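 further: 0% = DMSO wells with peroxide and 100% = DMSO wells without peroxide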
iPSC survival up = enhancers of human iPSC single-cell survival | hiPSC single-cell survival, ATPlite luminescence; 100% = ROCK inhibitor wells, 0% = DMSO | survival enhancement, % at 20 µM | 360,000 tested, 0.044% active; in the data active means survival enhancement above about 18%;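 further: cells exposed to compounds for 16 hours before the ATP read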
ABCB6 inh MLPCN = blocks the human ABCB6 transporter. Q9NP58. K562-ABCB6 porphyrin accumulation, flow cytometry, 1 h; active compounds read low. fluorescence ratio to DMSO, % at 10 µM. 360,000 tested, 0.19% active. AID 602162;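 active means fluorescence ratio to DMSO below 75%, the collection mean minus 3 SD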;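 further: signal is porphyrin accumulated inside mitochondria; 100% equals median channel fluorescence of DMSO control wells; lower ratio means ABCB6 inhibition with less porphyrin fluorescence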
N-glyco inh = N-linked glycosylation inhibition; reporter increase, % at 12.5 µM; 360,000 tested, 0.23% active; D54 ERlucT glycosylation luciferase reporter, 24 h; percent of 100 nM tunicamycin response; AID 588692;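 active means mean luciferase reporter signal, scaled so untreated is 0 and the glycosylation-blocking control 100, at or above a set limit in every replicate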;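 further: luciferase carries N-glycosylation sites so blocking glycosylation raises the light; 0% = median of neutral control wells and 100% = median of 100 nM tunicamycin wells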
MC4R ag barr = activates human MC4R beta-arrestin recruitment. activation, % at 8.9 µM. U2OS MC4R beta-arrestin complementation, luminescence; percent of melanotan II response, DMSO zero. P32245. 360,000 tested, 0.98% active;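 active means activation above a per-plate cutoff, the mean activation of sample wells on that plate plus 3 SD, cut at about 8% in these data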
Target sequence (P32245 whole entry, looked up): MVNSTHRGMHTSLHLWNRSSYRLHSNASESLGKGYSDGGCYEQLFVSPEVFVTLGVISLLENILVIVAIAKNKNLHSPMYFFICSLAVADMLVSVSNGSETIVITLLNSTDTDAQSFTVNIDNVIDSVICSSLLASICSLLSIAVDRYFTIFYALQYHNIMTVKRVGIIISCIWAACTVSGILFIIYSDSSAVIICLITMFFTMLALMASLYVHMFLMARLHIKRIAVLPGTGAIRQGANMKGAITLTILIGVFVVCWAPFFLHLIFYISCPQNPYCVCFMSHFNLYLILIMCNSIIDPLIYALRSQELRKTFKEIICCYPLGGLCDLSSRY
HTR2A ag = mouse HTR2A agonism via beta-arrestin recruitment. P35363. CHO-K1 mHTR2A beta-arrestin complementation, luminescence; percent of 30 µM serotonin response. activation, % at 7.6 µM. 360,000 tested, 0.66% active. AID 624169;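 active means activation above a run cutoff, the mean activation of all tested compounds plus 3 SD, cut at about 14% in these data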;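 further: 0% = plate median of compound wells and 100% = 30 µM serotonin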
Target sequence (P35363 whole entry, looked up): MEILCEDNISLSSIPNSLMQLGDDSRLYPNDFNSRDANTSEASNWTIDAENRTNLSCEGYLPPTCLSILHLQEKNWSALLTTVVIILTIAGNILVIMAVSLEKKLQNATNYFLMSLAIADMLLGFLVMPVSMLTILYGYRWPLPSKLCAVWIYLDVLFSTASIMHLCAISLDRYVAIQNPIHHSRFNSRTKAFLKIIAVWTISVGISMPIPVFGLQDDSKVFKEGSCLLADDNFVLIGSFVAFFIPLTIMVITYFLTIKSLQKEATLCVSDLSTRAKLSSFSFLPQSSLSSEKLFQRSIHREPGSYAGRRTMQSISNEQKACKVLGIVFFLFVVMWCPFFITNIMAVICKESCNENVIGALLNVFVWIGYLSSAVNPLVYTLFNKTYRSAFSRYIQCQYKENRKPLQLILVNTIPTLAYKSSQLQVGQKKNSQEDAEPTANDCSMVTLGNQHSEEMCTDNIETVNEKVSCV
MC4R antagonist = human MC4R antagonism in cAMP assay | P32245 | MC4R-expressing cells, MTII-stimulated cAMP, LANCE TR-FRET | 360,000 tested, 0.48% active | inhibition, % at 6.5 µM;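 active means inhibition above its plate's cutoff, the mean of tested wells on that plate plus 3 SD, cut at about 29% in these data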;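 further: 0% = Melanotan II alone and 100% = Melanotan II plus saturating MCL0020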
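Material – human MC4R-expressing U2OS cells · Repeats – no replicates · Detection – TR-FRET with Eu-cAMP and labeled anti-cAMP, 671 nm · Times – compound 30 min, challenge 1 h, detection 1 h · Compound – single nominal compound dose of 6.5 µM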
aDG glyco act = increases alpha dystroglycan glycosylation; activation, % at 10 µM; 360,000 tested, 0.22% active; Pro5-aDG cells, alpha-DG glycosylation AlphaScreen (IIH6); 0% Pro5, 100% B10-LARGE cell signal;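 active means activation of at least 8% versus controls, or a plate z-score of at least 8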;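 further: Pro5 are CHO cells carrying HIG-tagged alpha-DG that lacks glycosylation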
* = called active by the depositor; . = not tested or not shown.

canonical_smiles	MC4R antagonist	MC4R ag barr	iPSC survival up	Cardio protect	N-glyco inh	ABCB6 inh MLPCN	Granule exo inh	aDG glyco act	HTR2A ag	ABHD5 PLIN5 PPI
Cc1cc(C)nc(SCC(=O)N(C)C)n1	1	-2.4	0.1	4	2	100	2	0.0	2	-4
COc1ccc(NC(=O)CSc2nc(SC)ns2)cc1	11	1.3	-0.7	-8	-3	92	2	-0.1	-12	-5
CCCNC(=O)COC(=O)c1ccccc1C(=O)N(C)C1CCCCC1	10	2.9	1.4	-1	-1	94	14	-0.1	5	-1
CC(C)OCCCn1c(SCC(=O)Nc2ccccc2C(F)(F)F)nc2nccnc2c1=O	3	0.0	-0.1	3	1	96	-6	-0.2	0	-1
COc1cc(NC(=O)c2ccc(N3CC4CC(C3)c3cccc(=O)n3C4)c(NC(=O)c3ccncc3)c2)cc(OC)c1OC (stereo unspecified)	-5	-1.1	-0.3	-1	8	102	-2	0.1	-5	8
Cc1nc2sc(-c3ccccc3)cc2c(=O)[nH]1	-1	0.3	-3.6	-20	-13	102	-3	-0.4	5	10
COc1ccc2cc(C(=O)N/N=C/c3cc(OC)c(OC)c(OC)c3)[nH]c2c1	-2	-0.8	-0.5	18	-1	96	4	0.0	4	-4
CN(C(=O)c1ccco1)c1ccccc1C(=O)O	-1	-1.3	-0.2	3	2	100	5	0.0	2	-2
Cc1ccc(C(=O)C2=C(O)C(=O)N(CCCn3ccnc3)C2c2ccc(OC(C)C)cc2)o1 (stereo unspecified)	2	-1.2	-1.0	-4	1	100	4	-0.1	0	5
O=C(Nc1ccc(Cl)cc1)N1CCOC12CCCCC2	7	-2.0	0.0	3	2	102	3	-0.3	1	-5

(listing goes on)
canonical_smiles	MC4R antagonist	MC4R ag barr	iPSC survival up	Cardio protect	N-glyco inh	ABCB6 inh MLPCN	Granule exo inh	aDG glyco act	HTR2A ag	ABHD5 PLIN5 PPI
O=C(NC(=S)NNS(=O)(=O)c1ccc(Cl)cc1)c1cccnc1	-7	-1.9	0.0	4	1	102	-1	-0.3	2	-17
Cc1ccc(CCNS(=O)(=O)c2cc3c(cc2Cl)NC(=O)CO3)cc1	5	-0.2	-2.9	-10	1	97	2	-0.3	6	-14
CCOC(=O)C1=C(C)NC(=O)NC1c1ccccc1OCc1c(F)cccc1Cl (stereo unspecified)	11	3.1	-0.7	-3	-3	104	2	0.0	4	5
OC[C@@H]1CN(Cc2ccc(-c3ccccc3)cc2)C[C@H](n2cnc3c(N4CCCC4)ncnc32)O1	9	0.6	-4.1	-8	0	97	4	0.1	-2	3
COc1ccc(OCc2nnc(SC(C)C(=O)Nc3nccs3)n2-c2ccccc2)cc1 (stereo unspecified)	3	3.4	3.0	-4	-8	96	-7	-0.1	-1	-1
COc1c(O)ccc2c1CN1CCc3cc4c(cc3C1C2)OCO4 (stereo unspecified)	-1	-1.2	-0.3	-2	-9	102	4	0.3	-5	-9
COc1ccc(-c2nnc(NC(=O)c3cc(C)on3)s2)cc1	3	0.2	4.6	-4	1	105	-2	-0.3	-6	1
O=C1/C(=C/c2ccc(F)cc2)SC(=S)N1N1CCOCC1	5	2.1	1.0	-2	2	101	-1	0.1	-1	-2
CC(C)(C)OC(=O)N(CCc1ccccc1)Cc1ccccc1OCc1ccc(NC(=O)C2CCCC2)cc1	-1	-0.2	2.2	2	-13	97	6	0.0	-2	-6
O=C(CC[C@H]1O[C@@H](n2cnc3c(NC(=O)c4ccccc4)ncnc32)[C@H](O)[C@@H]1O)NCCCN1CCOCC1	.	.	3.0	8	4	91	1	-0.2	2	-5

Further records follow:
canonical_smiles	MC4R antagonist	MC4R ag barr	iPSC survival up	Cardio protect	N-glyco inh	ABCB6 inh MLPCN	Granule exo inh	aDG glyco act	HTR2A ag	ABHD5 PLIN5 PPI
Cc1ccc(S(=O)(=O)N2CCOCC2)cc1NC(=O)COC(=O)c1ccc(OCc2c(C)noc2C)cc1	16	-2.2	-1.4	4	1	101	-2	-0.1	-2	3
O=C1NC(=O)c2cc(Oc3ccc([N+](=O)[O-])cc3)ccc21	4	0.1	-0.1	0	2	96	-6	-0.1	3	0
Cc1cccc2[nH]c(-c3ccc(NC(=O)c4ccco4)cc3)nc12	17	-0.7	-1.8	-44	-4	86	1	0.2	1	2
COC(=O)c1ccc(C)c(NS(=O)(=O)c2ccc(NC(C)=O)cc2)c1	2	1.1	0.3	1	2	95	-5	-0.1	0	3
O=C(Cn1c(=O)cnc2ccccc21)Nc1ccccc1N1CCOCC1	6	-0.8	0.2	-2	2	109	-11	0.0	-6	12
CC(=O)NCc1ccc(C(=O)CCl)cc1	13	-2.9	-2.7	-14	4	102	0	0.4	4	3
O=C(NCc1ccccc1)c1ccc2c(=O)n(CCCN3CCCC3=O)c(=S)[nH]c2c1	-1	0.1	-0.7	0	0	99	0	-0.2	-2	7
CC(NC(=O)CCNS(=O)(=O)c1ccccc1)c1ccccc1 (stereo unspecified)	1	-0.7	-0.6	0	4	97	-6	0.1	5	-1
CCOC(=O)N1CCN(Cc2nc(N)nc(Nc3ccc(C)cc3C)n2)CC1	0	-1.2	-0.6	-2	2	88	0	-0.2	2	2
COc1ccc(/C(O)=C/Sc2nnc(Cc3ccccc3)o2)cc1	1	-0.8	-1.8	-6	-2	88	3	-0.1	-3	-2

One compound at a time, as listed above. Values in the order: MC4R antagonist, MC4R ag barr, iPSC survival up, Cardio protect, N-glyco inh, ABCB6 inh MLPCN, Granule exo inh, aDG glyco act, HTR2A ag, ABHD5 PLIN5 PPI
O=C(Cn1c(=O)cnc2ccccc21)Nc1ccccc1N1CCOCC1 as listed: 6, -0.8, 0.2, -2, 2, 109, -11, 0.0, -6, 12
CC(NC(=O)CCNS(=O)(=O)c1ccccc1)c1ccccc1 (stereo unspecified) as listed: 1, -0.7, -0.6, 0, 4, 97, -6, 0.1, 5, -1

(cont.)
canonical_smiles	MC4R antagonist	MC4R ag barr	iPSC survival up	Cardio protect	N-glyco inh	ABCB6 inh MLPCN	Granule exo inh	aDG glyco act	HTR2A ag	ABHD5 PLIN5 PPI
NCCC1CN(C(=O)OCc2ccccc2)c2ccccc21 (stereo unspecified)	1	-2.5	-2.0	2	2	88	14	-0.2	-5	1
CCC(C)NC(=O)CSc1c2c(nc3ccccc13)CCCC2 (stereo unspecified)	22	3.5	-3.8	-9	5	94	0	0.2	4	12
c1ccc(N2CCN(Cc3nnnn3C3CCCCC3)CC2)cc1	-6	-1.2	4.4	-5	-1	98	3	-0.1	-2	4
COc1ccc(S(=O)(=O)N2CCCN(CC(=O)Nc3ccc4c(c3)OCO4)CC2)cc1	8	1.2	3.1	-7	-2	96	-1	0.1	-2	6
CCCc1cc(=O)[nH]c(SCC(=O)N2CCCCCC2)n1	10	-4.9	1.4	-2	4	99	7	-0.3	-1	3
COc1cc2c(cc1OC)C1C/C(=N\O)C(CC(C)C)CN1CC2 (stereo unspecified)	-1	0.4	-3.9	8	2	109	-6	0.0	-8	1
COc1ccc(C2C(C(C)=O)=C(C)N=c3s/c(=C\c4cc(C)n(C)c4C)c(=O)n32)c(OC)c1 (stereo unspecified)	14	-0.5	1.8	17	-3	225	-3	-0.1	-3	7
Cc1ccc(C(C)NC(=O)c2cc3ccccc3oc2=O)cc1C (stereo unspecified)	0	0.4	0.2	-10	2	107	-15	0.3	-1	1
Cc1nn(CC(=O)NC(C)C(C)C)c(C)c1S(=O)(=O)N1CCCCC1 (stereo unspecified)	6	3.7	-0.4	10	0	104	0	0.3	-2	4
N#CCCn1nc(-c2ccc([N+](=O)[O-])cc2)cc1Nc1ccccc1NC(=O)C(F)(F)F	0	2.1	-0.4	-19	-1	100	2	-0.1	-2	12

(next part)
canonical_smiles	MC4R antagonist	MC4R ag barr	iPSC survival up	Cardio protect	N-glyco inh	ABCB6 inh MLPCN	Granule exo inh	aDG glyco act	HTR2A ag	ABHD5 PLIN5 PPI
Cc1cc(C)cc(Oc2coc3cc(OC(=O)c4cccnc4)ccc3c2=O)c1	11	0.1	-2.5	7	-1	96	2	-0.1	1	-2
COc1cc(/C=C2\Oc3cc(O)ccc3C2=O)ccc1O	-24	1.8	-3.5	-7	-2	113	-2	-0.2	2	4
O=C(Nc1nccs1)c1cc2sccc2n1Cc1ccc(F)cc1	4	8.9*	0.5	1	-2	101	0	0.2	-1	7
COc1cccc(/C=C2\Oc3cc(OCC(=O)N4Cc5ccccc5C[C@H]4C(=O)O)ccc3C2=O)c1	-1	-0.6	-1.0	-2	0	92	3	0.2	1	4
O=C(Cn1cc2c(n1)CCCC2)NC1CCN(Cc2ccccc2)CC1	1	-2.0	0.9	8	-1	97	3	0.0	1	1
CCCc1cc(C(=O)Cc2ccc(C(=O)OCC)o2)c(O)cc1O	4	1.8	-1.8	-13	-2	88	-2	-0.1	0	3
Cc1ccnc(NC(=O)CCC(=O)N(CC(=O)NCCc2ccccc2)Cc2cccs2)c1	1	-1.3	0.7	9	2	100	-2	0.1	-5	1
Cc1ccc(/C=C/C(=O)O)cc1S(=O)(=O)NCc1ccco1	4	-0.1	-0.5	10	-1	99	19	0.0	4	2
CO/N=C(/CN1CCCCC1)c1ccc(Cl)cc1	1	1.3	-0.5	4	3	96	-3	0.0	-5	-5
CCc1ccc(C(=O)CN2C(=O)NC(C)(c3ccc(C)cc3)C2=O)cc1 (stereo unspecified)	16	-0.5	0.2	-11	0	102	0	0.3	-5	-2

The listing continues:
canonical_smiles	MC4R antagonist	MC4R ag barr	iPSC survival up	Cardio protect	N-glyco inh	ABCB6 inh MLPCN	Granule exo inh	aDG glyco act	HTR2A ag	ABHD5 PLIN5 PPI
COC(/C(=N/O)c1ccc(Cl)cc1)c1ccccc1 (stereo unspecified)	13	0.9	-0.6	-15	-11	96	10	2.7	1	-5
CCN(CC)c1ccc(C(=O)NNC(=O)CNC(=O)c2cccs2)cc1	-2	2.7	-0.5	-4	1	102	0	-0.2	3	9
CC(C)Cc1ccc(CN2CCCC(NC(=O)c3cnc4ccccn4c3=O)C2)cc1 (stereo unspecified)	11	-0.9	1.6	-7	-2	89	9	1.8	-6	0
CCOC(=O)C1CCN(C(=O)Nc2ccc(Cl)cc2)CC1	1	-1.6	-1.3	-5	1	111	-3	0.2	2	-5
COc1ccc(NC(=O)CSCC(=O)OCc2cccc(OC)c2OC)cc1	0	-0.5	-0.3	-2	-1	95	-3	0.1	5	0
